High-throughput results deposited in PubChem BioAssay by several laboratories.
MEX-5 binding – C. elegans MEX-5 TCR-2 RNA binding activity; AID 1832; MEX-5/FITC-TCR2 RNA binding, fluorescence polarization; stronger effect = lower value; activity score (negative = inhibition of binding), % at 10 µM; Q9XUB2; actives 0.38% (n = 300,000);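 active = inhibition past about -25% in most replicates, and total fluorescence under double the plate's negative control median, limit read from the data; inconclusive = replicates evenly split on the limit, or fluorescence at least double controls; inactive = too little inhibition in most replicates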;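 also: 0% = DMSO and -100% = 5 µM competing unlabeled TCR2 RNA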
Target sequence (Q9XUB2 whole entry, looked up): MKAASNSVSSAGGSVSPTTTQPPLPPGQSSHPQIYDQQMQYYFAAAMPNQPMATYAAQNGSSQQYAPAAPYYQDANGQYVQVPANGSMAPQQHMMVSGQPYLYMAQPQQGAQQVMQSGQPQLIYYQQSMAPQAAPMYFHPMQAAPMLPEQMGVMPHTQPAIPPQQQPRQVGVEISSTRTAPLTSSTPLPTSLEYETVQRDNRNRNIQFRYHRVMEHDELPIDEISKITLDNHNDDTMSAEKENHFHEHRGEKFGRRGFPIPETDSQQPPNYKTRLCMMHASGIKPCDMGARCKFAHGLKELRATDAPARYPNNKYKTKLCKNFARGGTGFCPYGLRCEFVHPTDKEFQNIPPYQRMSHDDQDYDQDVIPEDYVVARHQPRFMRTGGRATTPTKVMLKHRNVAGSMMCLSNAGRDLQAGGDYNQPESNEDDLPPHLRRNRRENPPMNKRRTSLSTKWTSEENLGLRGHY
PME-1 primary – blocks human protein phosphatase methylesterase 1; Q9Y570; recombinant PME-1, FP-Rh probe fluorescence polarization; inhibition, % at 5.9 µM; actives 0.53% (n = 320,000); AID 2130;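 active = inhibition above the campaign mean of all compounds plus 3 SD, cut at about 26% in these data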;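 also: competitive labeling of PME-1 active site by serine hydrolase directed probe; 0% = PME-1 with DMSO and 100% = wells lacking PME-1 enzyme; inhibitors block probe labeling so polarization falls and inhibition rises; many of its hits are not listed in these tables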
Target sequence (Q9Y570 whole entry, looked up): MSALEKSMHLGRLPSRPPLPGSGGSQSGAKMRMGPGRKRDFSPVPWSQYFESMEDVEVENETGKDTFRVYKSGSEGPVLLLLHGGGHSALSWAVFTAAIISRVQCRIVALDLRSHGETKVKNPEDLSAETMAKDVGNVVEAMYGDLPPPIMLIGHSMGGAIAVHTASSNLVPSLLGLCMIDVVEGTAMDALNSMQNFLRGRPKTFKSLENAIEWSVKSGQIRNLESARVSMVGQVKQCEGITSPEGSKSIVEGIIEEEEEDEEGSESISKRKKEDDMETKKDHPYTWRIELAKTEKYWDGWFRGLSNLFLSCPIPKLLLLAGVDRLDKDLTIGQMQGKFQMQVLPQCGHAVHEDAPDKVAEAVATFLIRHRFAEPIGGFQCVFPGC
PAFAH1B2 FP inh – PAFAH1B2 (human) inhibition; P68402; recombinant PAFAH1B2, FP-rhodamine activity probe, fluorescence polarization; inhibition, % at 3.39 µM; actives 1.2% (n = 340,000); AID 492953;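 active = inhibition above the mean of all tested compounds plus 3 SD, cut at about 24% in these data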;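 also: 0% = enzyme with DMSO and 100% = wells lacking PAFAH1B2; many of its hits are not listed in these tables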
Fam108B counter – blocks mouse Fam108B hydrolase in RBBP9 counter-screen. inhibition, % at 9.51 µM. recombinant Fam108B, FP-Rh probe fluorescence polarization. actives 0.33% (n = 300,000);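 active = inhibition above the screen mean inhibition plus 3 SD, computed separately per campaign, cut at about 18% in these data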;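 also: inhibitors lower polarization as less probe binds the enzyme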
AHR act – activators of human aryl hydrocarbon receptor | P35869 | AHR-responsive luciferase reporter cells, luminescence | activation, % at 5 µM | actives 2.5% (n = 320,000); in the data active = activation above about 47%;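 also: 0% = vehicle wells and 100% = reference agonist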
GLD-1 RNA inh – GLD-1-TGE RNA interaction inhibition (C. elegans); Q17339; purified GLD-1 + fluorescein TGE RNA, fluorescence polarization; inhibition, % at 5.96 µM; actives 0.44% (n = 320,000); AID 2280;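 active = percent inhibition above a per-plate cutoff, the plate mean of test compounds plus 3 SD, cut at about 30% in these data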;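 also: 0% = DMSO wells with GLD-1 and probe and 100% = wells lacking GLD-1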
MCL1-BIM inh – disrupts human MCL1 binding to BIM-BH3 peptide; actives 0.68% (n = 320,000); Q07820; GST-MCL1 / FITC-Bim-BH3 fluorescence polarization; inhibition, % at 10.9 µM;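 active = inhibition above the mean inhibition of all tested compounds plus 3 SD, set per campaign, cut at about 40% in these data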;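 also: 0% = DMSO wells and 100% = unlabeled Bim-BH3 peptide control; higher means more loss of mP so more displacement of Bim peptide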
BCLXL inh – inhibitors of human Bcl-xL; Q07817; GST-Bcl-xL / FITC-Bim BH3 peptide fluorescence polarization; inhibition, % at 10.9 µM; actives 0.7% (n = 320,000);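 active = inhibition above the mean of all tested compounds plus 3 SD, cutoff set per campaign, cut at about 30% in these data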;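 also: 0% = DMSO wells and 100% = unlabeled Bim-BH3 peptide competitor; inhibitors lower millipolarization by displacing the labeled peptide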
Target sequence (Q07817 whole entry, looked up): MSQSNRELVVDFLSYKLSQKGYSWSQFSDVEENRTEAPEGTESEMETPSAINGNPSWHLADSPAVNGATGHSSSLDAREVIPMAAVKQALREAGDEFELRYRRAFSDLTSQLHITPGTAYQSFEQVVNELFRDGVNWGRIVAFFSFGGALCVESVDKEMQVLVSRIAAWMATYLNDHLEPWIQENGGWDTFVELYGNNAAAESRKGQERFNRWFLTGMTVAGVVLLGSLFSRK
pPAFAH inh – pPAFAH (human) enzyme inhibition | Q13093 | recombinant pPAFAH, FP-rhodamine probe fluorescence polarization | inhibition, % at 3.39 µM | actives 1.5% (n = 330,000) | AID 463082;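 active = inhibition above the mean inhibition across the screen plus 3 SD, cut at about 25% in these data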;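 also: inhibitors block binding of the rhodamine activity-based probe so polarization drops; 0% = enzyme with DMSO and 100% = wells lacking pPAFAH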
Numbers without * were called inactive; ? = inconclusive; . = not tested or not shown; + = active, no number. This is a subset; the hit share may differ from the screen's.

SMILES	MEX-5 binding	PME-1 primary	PAFAH1B2 FP inh	Fam108B counter	AHR act	GLD-1 RNA inh	MCL1-BIM inh	BCLXL inh	pPAFAH inh
COc1ccc([N+](=O)[O-])cc1NC(=S)NC(NC(=O)Cc1ccc(OC)c(OC)c1)C(Cl)(Cl)Cl (configuration not stated)	-0.6	-15	1	-5	11	5	-4	5	5
CC(=O)Nc1ccc(S(=O)(=O)Nc2ccc3[nH]c(=O)[nH]c3c2)cc1	-3.0	-6	4	-1	4	0	4	1	-1
CC(=O)Nc1ccc(-c2sc(Nc3ccccc3)n[n+]2C)cc1	-4.2	2	1	-3	0	-4	9	1	-5
CCCCc1cc(=O)oc2cc(O)ccc12	-1.0	2	2	-1	0	4	8	-3	3
O=C(c1ccc(N2CCN(C(=O)c3cccc(F)c3)CC2)cc1)c1cccc(F)c1	0.3	5	6	3	1	5	5	0	6
COc1cccc(N2C(=O)Nc3ccccc3C2(O)C(=O)NCc2ccc3c(c2)OCO3)c1 (configuration not stated)	2.7	0	5	5	5	-4	6	5	-4
COc1ccc(C(CC(=O)O)NC(=O)c2ccccc2)cc1OC (configuration not stated)	-1.2	5	2	6	0	-5	1	-1	-2
Cc1cc(C(=O)CSc2nc3ccccc3[nH]2)c(C)n1Cc1ccco1	-1.1	7	-1	-4	5	5	-4	1	-1
CC(C)c1nc(CN(C)C(=O)N[C@H](C(=O)N[C@@H](Cc2ccccc2)C[C@H](O)[C@H](Cc2ccccc2)NC(=O)OCc2cncs2)C(C)C)cs1	-2.1	4	.	0	1	7	-5	5	2
Cc1nc(-c2ccc(C(=O)N3CCCC3)cc2)cs1	1.0	7	5	0	-5	2	6	6	5
Oc1[nH]c2ccc(Br)cc2c1N=Nc1ccc(F)cc1	?	9	-1	-2	62*	107*	+	183*	1
Cc1ccc(NC(=O)CCNC(=O)c2ccccc2Cl)cc1S(=O)(=O)N1CCOCC1	.	1	2	.	-1	-3	8	6	-1
CC(C)(C)c1ccc(-c2nnc(SCC(=O)c3ccc4c(c3)OCCO4)o2)cc1	-1.5	-3	-1	-8	-1	-1	-10	-13	5
COc1ccccc1CNC(=O)CN1C(=O)COc2ccc(S(=O)(=O)NC3CCCC3)cc21	-2.2	7	2	3	2	0	1	5	6
CCC(CC)C(=O)Nc1ccc(Nc2ccccc2)cc1	3.5	-12	2	5	-4	5	0	0	10
CN(C)c1nc(SCC#N)nc(N(C)C)n1	1.2	-1	1	-3	-1	-5	-1	2	-1
CCn1cc(/C=N/N=C2\CCC3C4CCc5cc(O)ccc5C4CC[C@]23C)c(C)n1 (some centres not stated)	1.2	-9	4	-8	0	2	1	1	-5
Cc1ccccc1C(=O)N1CC(=O)Nc2ccc(F)cc2C1c1ccc(F)cc1 (configuration not stated)	0.4	11	2	-3	1	-1	0	86*	-2
COc1cc(/C=C2\SC(=S)N(NC(=O)c3cccnc3)C2=O)ccc1O	47	-192	-89	-162	3	-37	-13	-7	-97
Cc1ccccc1N1CCN(CCC(=O)Nc2ccc(F)cc2)CC1	0.7	1	4	4	-3	4	-7	-1	3
O=[N+]([O-])c1cccc(/C=N/NS(=O)(=O)c2ccccc2)c1	-0.6	2	2	-1	10	-12	-6	4	3
Cc1ccc(OCc2nnc(SCC(=O)c3ccccc3)n2Cc2ccco2)cc1	2.9	3	2	-6	2	2	-10	-18	8
C=CCOC(=O)C1=C[C@H](c2csc3ccccc23)[C@@H](CCCO)[C@H](OCC)O1	1.4	2	5	1	0	14	5	2	4
COc1ccc(C=Nc2ccc3[nH]ncc3c2)c(O)c1	-4.0	0	7	-1	3	3	-4	-2	1
CCN(CC)S(=O)(=O)c1ccc(C(=O)NCc2ccc3[nH]c4c(c3c2)CCCC4)cc1	-1.9	1	-1	3	4	7	-22	-1	7
CCC(C)NC(=O)C1c2ccccc2C(=O)N1Cc1ccccc1OC (configuration not stated)	1.0	6	4	-3	-1	4	3	3	-1
COc1ccc(N(C(=O)c2snc(C(N)=O)c2N)C(C(=O)NC2CCCC2)c2ccc(OC)c(OC)c2)cc1 (configuration not stated)	-0.9	-2	4	-1	0	-1	-2	3	-3
COCCNC(=O)CN(c1cc(Cl)ccc1OC)S(C)(=O)=O	-0.4	-4	2	-3	2	-3	4	4	0
COCCN1Cc2cccc(C(=O)Nc3ccc(C)c(C)c3)c2C1=O	0.6	-10	2	-3	-13	-1	-4	-4	0
CSC1=N/C(=C\c2ccccc2)C(=O)N1C	2.6	1	3	-2	1	1	-17	-8	4
Cc1cc(C)n(Cc2ccc(NC(=O)c3c([N+](=O)[O-])c(C)nn3C)cc2)n1	2.3	-2	2	-2	1	4	-4	5	1
CCOC(=O)c1ccc(NC(=O)c2nc[nH]c2C(=O)N[C@@H](CC(C)C)C(=O)OC(C)(C)C)cc1	2.5	-15	-6	-6	9	-4	-4	5	-1
CCOC(=O)C1=C(CSc2nc(-c3ccccc3)ccc2C#N)OC(N)=C(C#N)C1c1cccnc1 (configuration not stated)	8.3	-10	0	-15	32	-19	-15	0	4
CC(=O)N1CCN(C2=NC(=O)/C(=C\c3cccs3)S2)CC1	-0.6	-7	-2	0	1	-4	-12	-7	-2
CCN(CCCNC(=O)c1c(C)cc(=O)oc1C)c1ccccc1	0.8	4	-1	5	1	-3	1	1	1
O=C(NCCN1CCCC1)c1ccc(Br)cc1	1.7	-2	4	-2	0	3	0	4	-4
O=C(OCC(=O)N1CCN(C(=O)c2ccco2)CC1)c1cc(-c2ccc(Cl)c(Cl)c2Cl)nc2ccccc12	1.1	-16	2	-16	-2	-4	-67	-16	-1
CO/N=C(\Cn1ncc(NC2CCCCC2)c(Br)c1=O)c1ccc(Cl)cc1	0.9	3	5	2	-1	-5	-2	3	4
COc1cccc(-n2cc(CN(C)Cc3nc(Cc4ccccc4)no3)cn2)c1	1.1	2	-3	3	9	3	5	3	5
CCCn1c(CN2CCCCC2CC)nc2c1c(=O)n(C)c(=O)n2C (configuration not stated)	0.0	-2	0	1	-3	-3	6	6	-1
COc1ccc(CCN(C)Cc2cccc3ccccc23)cc1OC	2.3	-6	-3	-3	0	3	-11	6	5
O=C(CCC(=O)N(c1ccc(F)cc1)C(C(=O)NC1CCCC1)c1ccncc1)Nc1cccnc1 (configuration not stated)	3.7	1	3	-1	3	0	7	3	1
CC(=O)c1ccc2c(c1)C1C=CCC1C(c1ccc(S(=O)(=O)N3CCOCC3)cc1)N2 (configuration not stated)	.	3	4	6	-1	-1	10	22	12
CCOC(=O)c1ccc(-c2csc(NC(=O)CN3CCC(C)CC3)n2)cc1	-0.2	-7	-2	-4	1	5	5	-1	1
O=C(O)CCn1c(=S)n(CCC(=O)O)c2ccccc21	3.6	1	4	2	0	6	7	11	4
CC(C(=O)NC(=O)NC1CCCCC1)N1CCN(C(c2ccccc2)c2ccccc2)CC1 (configuration not stated)	1.9	-4	-5	-2	1	-4	4	4	0
CCOC(=O)c1c(C)c(C(=O)Nc2ccc(F)cc2)c(C)n1C	0.5	-7	0	4	3	6	-3	-4	2
CC1CN(C(=O)c2ccc(C(=O)c3ccccc3)cc2)CC(C)O1 (configuration not stated)	-2.2	4	-4	0	-1	1	1	4	3
CCOC(=O)c1sc2nc(CC(=O)OC)nc(N3CCN(c4ccc(OC)cc4)CC3)c2c1C	0.7	-1	-2	0	-2	2	2	5	7
COc1ccc(C2=C(CC(=O)O)C(=O)CC2)cc1	-2.2	4	0	9	3	-3	3	5	3
CCCN1C2CCCC1CC(NC(=O)C1CCCCC1)C2 (configuration not stated)	-1.4	2	5	-1	-1	-3	9	5	6
CC(C)N1CCC(N2CCN(C3CCCCCC3)CC2CCO)CC1 (configuration not stated)	-1.3	1	-1	-2	1	2	5	1	-1
Cc1ccc(CNC(=O)c2cc(-c3ccccc3)nn2Cc2cc(C)no2)cc1	1.1	-15	-7	-6	0	7	0	-2	4
CCCc1cc(=O)[nH]c(Nc2ccc(OC)c(Cl)c2)n1	-0.5	7	7	4	11	-4	-3	2	8
CC1CN(C(=O)CSc2cn(CC(=O)N3CCOCC3)c3ccccc23)CC(C)O1 (configuration not stated)	-0.8	-2	-5	-2	0	0	0	2	1
O=C1N=C(N2CCCC2)S/C1=C\c1cccc(Br)c1	2.1	2	4	-5	18	-6	7	9	3
O=C(NCC(=O)N1CCCC(C(F)(F)F)C1)c1ccc2ccccc2c1 (configuration not stated)	1.4	0	5	0	4	-1	2	10	4
CN1CCc2nc(SCC(=O)Nc3cccc(F)c3)c(C#N)c(-c3cccs3)c2C1	0.6	-1	-1	7	-3	17	33	39*	5
O=C(Nc1ccc(Oc2cccnc2)cc1)c1ccccc1Cl	0.5	2	2	-2	2	0	0	1	1
CCCCCCSc1nnc(-c2cnn(-c3ccccc3)c2-n2cccc2)n1C	-1.6	3	-1	-2	-1	0	0	-3	9

Compound profiles (already shown). Values in the order: MEX-5 binding | PME-1 primary | PAFAH1B2 FP inh | Fam108B counter | AHR act | GLD-1 RNA inh | MCL1-BIM inh | BCLXL inh | pPAFAH inh
Cc1ccc(CNC(=O)c2cc(-c3ccccc3)nn2Cc2cc(C)no2)cc1 is entered as 1.1 | -15 | -7 | -6 | 0 | 7 | 0 | -2 | 4
O=C(Nc1ccc(Oc2cccnc2)cc1)c1ccccc1Cl is entered as 0.5 | 2 | 2 | -2 | 2 | 0 | 0 | 1 | 1
CCCCCCSc1nnc(-c2cnn(-c3ccccc3)c2-n2cccc2)n1C is entered as -1.6 | 3 | -1 | -2 | -1 | 0 | 0 | -3 | 9

More structures
SMILES	MEX-5 binding	PME-1 primary	PAFAH1B2 FP inh	Fam108B counter	AHR act	GLD-1 RNA inh	MCL1-BIM inh	BCLXL inh	pPAFAH inh
CN(C)c1nc(OCCNC(=O)COc2ccc(Cl)cc2Cl)nc(N(C)C)n1	0.1	5	-1	3	15	1	6	4	1
Cc1ccc(-c2nn3nnnc3c3ccccc23)cc1	-0.6	4	3	1	4	2	3	-2	-6
COc1ccccc1NS(=O)(=O)c1ccc(O)cc1	4.3	-1	4	4	3	9	1	9	-1
CCN(c1cccc(C)c1)S(=O)(=O)c1csc(C(N)=O)c1	-0.5	-1	9	2	0	-6	-4	-6	-2
O=C(Cc1ccccc1)NCCSC1CCCCC1	1.6	-4	3	-2	4	8	9	9	7
COc1ccc(NC(=O)C2CC(=O)N(CCc3ccc(Cl)cc3)C2)cc1 (configuration not stated)	0.1	0	4	1	2	4	5	3	6
CCCNC(=O)C1(O)c2cc(Br)ccc2NC(=O)N1c1ccc(Cl)cc1 (configuration not stated)	0.8	-11	5	-6	2	0	9	-1	-4
COCCCNC(=O)CC(C)c1ccccc1 (configuration not stated)	0.8	-4	2	-4	4	6	9	4	-5
Oc1ccc(CNCC2COc3ccccc3O2)cc1 (configuration not stated)	0.0	-2	0	2	-1	7	10	2	-4
CCCn1c(Nc2ccccc2)nc2ccccc21	3.6	0	12	3	11	9	1	5	0
Cc1cc(N2CCCCC2C)nc(-c2ccccc2O)n1 (configuration not stated)	-0.1	2	-4	-1	14	8	-11	3	2
Cc1cc(C)cc(NC(=O)COC(=O)CCCNC(=O)c2ccc(Cl)cc2)c1	0.6	-2	-1	0	7	5	-5	2	10
COCCNC(=O)CN1CCN(S(=O)(=O)c2ccc3c(c2)CCCC3)CC1	.	-2	1	.	1	7	-6	-2	-1
